# 12-LOX inh: inhibitors of human 12S-lipoxygenase ALOX12 | P18054 | purified 12hLO, xylenol orange hydroperoxide absorbance | Potency, µM (series often up to 108 µM), for the others: at the top dose activity change, negative = inhibition, actives largely listed as inhibitors | 580,000 compounds, 1.1% hits | AID 1671190; also: potency is read from the fitted curve at half-maximal effect; % is scaled to controls: 0 for no effect and ±100 for the full control effect
#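 Hydroperoxide product was detected by ferrous iron/xylenol orange as the 573 to 405 nm absorbance ratio. Arachidonic acid at 40 uM (final) was turned over for 30 min at room temperature by 150 nM human 12hLO, pH 7.0 Hepes buffer, after 15 min compound preincubation.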
# Pol kappa inh: DNA polymerase kappa (human) inhibition; Q9UBT6; AID 588579; Potency, µM (series often up to 107 µM), inactives show at the highest dose activity, negative = inhibition, most hits filed as inhibitors; purified Pol kappa, fluorescent DNA synthesis assay, 10 min; 400,000 compounds, 0.53% hits; also: potency is read from the fitted curve at half-maximal effect; % is scaled to controls: 0 for no effect and ±100 for the full control effect
#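 10 nM Pol kappa was preincubated with compounds for 15 min at room temperature. Reaction started with 50 nM (final) substrate. Fluorescence read kinetically at 0 and 10 min.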
# Apoferritin bind: binds horse apoferritin like a general anesthetic | 350,000 compounds, 0.074% hits | Potency, µM (doses to about 77.5 µM), for the others: top-dose activity change, negative = displacement, usual class: inhibitors | apoferritin/1-aminoanthracene competitive binding, fluorescence; also: potency is read from the fitted curve at half-maximal effect; % is scaled to controls: 0 for no effect and ±100 for the full control effect; nearly all actives have a fitted effect of over 20% in size
#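 In PBS, apoferritin at 10 uM is loaded with 1-AMA from a 50% saturated solution. After 10 min of compound exposure at ambient temperature, reduced 535 nm fluorescence indicates probe displacement.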
# LDHA inh: LDHA (human) enzyme inhibition; P00338; purified LDHA, NADH/diaphorase-resazurin fluorescence; active compounds read low; activity change, % (values are at about 110 or 230 µM); 480,000 compounds, 0.15% hits; AID 1347041; in the data active = activity change below about -30%; inconclusive = mostly about -25% to -30%;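 also: plate controls were DMSO wells for no effect and wells without enzyme for full effect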
#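 Enzyme activity of human lactate dehydrogenase 5 (2 nM; 0.06 mM NADH, 0.2 mM pyruvate, 5 min, RT) is measured via a resazurin/diaphorase fluorescence readout of residual NADH.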
# ERG Ets-DNA blk: inhibitors of human ERG Ets domain-DNA interaction; P11308; fluorescence polarization, His-ERG Ets domain / labelled DNA; Potency, µM (series often up to 76.9 µM), inactives show top-dose FP activity, negative = inhibition, hits mostly inhibitors; 370,000 compounds, 0.028% hits; AID 624246; active = well fitted inhibition curve with a large enough effect in the polarisation, with a control signal flat; inconclusive = small, poorly fitted or top-dose-only effect, or effect the other way, or a change in a side signal; inactive = no such curve, though single readings can be large or run the other way; the % refers to the polarisation;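 also: polarization taken with two DNA probes labelled with fluorescein and Texas red; potency is read from the fitted curve at half-maximal effect; % of control where 0% means no effect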
# Target sequence (P11308 whole entry, looked up, the tested form may be a part): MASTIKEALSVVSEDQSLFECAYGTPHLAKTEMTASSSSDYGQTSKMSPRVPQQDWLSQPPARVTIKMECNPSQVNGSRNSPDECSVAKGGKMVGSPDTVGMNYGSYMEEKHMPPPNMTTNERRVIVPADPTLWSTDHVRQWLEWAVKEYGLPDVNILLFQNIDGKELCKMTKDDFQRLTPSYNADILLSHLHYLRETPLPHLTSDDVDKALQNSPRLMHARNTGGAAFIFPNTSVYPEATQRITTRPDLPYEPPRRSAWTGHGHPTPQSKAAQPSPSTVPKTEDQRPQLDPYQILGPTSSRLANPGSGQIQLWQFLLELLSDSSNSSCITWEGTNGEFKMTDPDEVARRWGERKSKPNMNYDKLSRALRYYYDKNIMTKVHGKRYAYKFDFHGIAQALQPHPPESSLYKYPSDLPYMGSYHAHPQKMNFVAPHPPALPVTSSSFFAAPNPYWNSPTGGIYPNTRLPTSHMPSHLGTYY
#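 His-tagged ERG Ets domain (1 uM in the protein solution; 300mM KCl, 50mM Tris-HCl, 1mM EDTA, 1mM DTT, pH 7.5) received compound, then a probe mix of 5 nM fluorescein-DNA and 100nM Texas-615-DNA. Fluorescence polarization was read for both dyes.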
# APEX1 inh: blocks human APE1 abasic DNA cleavage. AID 2517. 350,000 compounds, 0.35% hits. Potency, µM (highest dose often 65.8 µM), for inactives: at the top dose activity change, negative = inhibition, usual class: inhibitors. recombinant APE1, TAMRA/BHQ-2 abasic DNA cleavage fluorescence. P27695;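 also: potency is read from the fitted curve at half-maximal effect; plate controls were vehicle for no effect and reference inhibitor for full effect; nearly all actives have a fitted effect of over 55% in size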
# Target sequence (P27695 whole entry, looked up): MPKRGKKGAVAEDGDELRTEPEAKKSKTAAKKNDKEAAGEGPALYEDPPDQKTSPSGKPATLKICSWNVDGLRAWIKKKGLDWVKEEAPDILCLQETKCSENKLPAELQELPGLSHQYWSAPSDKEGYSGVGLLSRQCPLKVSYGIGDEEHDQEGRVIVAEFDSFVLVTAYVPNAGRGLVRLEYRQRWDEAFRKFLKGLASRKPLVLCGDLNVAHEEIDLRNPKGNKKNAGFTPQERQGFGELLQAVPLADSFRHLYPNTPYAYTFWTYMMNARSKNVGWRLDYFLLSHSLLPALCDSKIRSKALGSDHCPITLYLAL
#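 APE1 at 0.75 nM final was preincubated with compound 15 min at room temperature, then 50 nM double-stranded THF abasic-site substrate (5'-TAMRA/3'-BHQ-2) was added. Fluorescence (ex 525/em 598 nm) was read kinetically; third-minus-first read gave activity.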
# POLB inh: inhibitors of human DNA polymerase beta | P06746 | Pol beta primer extension/strand displacement, fluorescence kinetic | Potency, µM (titrated, usually from 114 µM), without a hit: at the top dose activity change, negative = inhibition, actives largely listed as inhibitors | 340,000 compounds, 1.3% hits | AID 485314; also: potency is read from the fitted curve at half-maximal effect; % is scaled to controls: 0 for no effect and ±100 for the full control effect
#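 Preincubation: enzyme (10 nM) with compound, 15 min, RT. Reaction: substrate added to 50 nM final. Reads: 0 and 10 min. Analysis: normalized, Hill fit.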
# Pol eta inh: blocks human DNA polymerase eta activity; recombinant Pol eta, fluorescent DNA replication assay; Potency, µM (series often up to 114 µM), for inactives: at the top dose activity change, negative = inhibition, actives largely listed as inhibitors; 390,000 compounds, 1.2% hits; also: potency is read from the fitted curve at half-maximal effect; % is scaled to controls: 0 for no effect and ±100 for the full control effect
#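 Pol eta at 10 nM preincubated with compounds 15 min at room temperature; reaction started with fluorescent substrate (50 nM final) and read kinetically at 0 and 10 min.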
# RGS4 inhibitor: human RGS4 inhibition | P49798 | AID 504845 | Transcreener GDP fluorescence polarization, RGS4-accelerated GTP hydrolysis | Potency, µM (top dose mostly 114 µM), without a hit: top-dose activity change, negative = inhibition, actives largely listed as inhibitors | 390,000 compounds, 0.039% hits; also: potency is read from the fitted curve at half-maximal effect; % is scaled to controls: 0 for no effect and ±100 for the full control effect; nearly all actives have a fitted effect of over 75% in size; some results filed as inactive show a strong effect at the top dose
# Target sequence (P49798 whole entry, looked up): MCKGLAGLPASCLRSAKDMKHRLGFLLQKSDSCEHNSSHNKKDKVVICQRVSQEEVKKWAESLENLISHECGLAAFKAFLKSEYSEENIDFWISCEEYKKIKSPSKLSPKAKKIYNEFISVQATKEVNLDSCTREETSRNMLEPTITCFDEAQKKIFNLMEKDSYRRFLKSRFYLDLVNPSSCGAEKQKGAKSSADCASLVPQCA
#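 MLSMR compounds (23 nl, pin-transferred) preincubated 10 min at room temperature with a 500nM (2x) first reagent, then RGS4 at 900nM (2x) plus Transcreener GDP mix added; fluorescence polarization (620/688 nm) read before and after 90 min at 30 °C.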
# Numbers without * were called inactive; ? = inconclusive; . = no result given; & = joins results of further samples; ! = not confirmed by another sample; [ ] = dose if it differs, or a comment. Unless noted, calls follow the shape of the dose curve; as a rule, active = well fitted curve in the direction sought with a large enough effect; inconclusive = small, poorly fitted or top-dose-only effect, or another doubt; inactive = no such curve, though single readings can be large; an effect the other way counts as inactive or inconclusive. This is a subset; count on the stated rates, not on these rows.
SMILES,12-LOX inh,Pol kappa inh,Apoferritin bind,LDHA inh,ERG Ets-DNA blk,APEX1 inh,POLB inh,Pol eta inh,RGS4 inhibitor
Cc1ccc(S(=O)(=O)N2CCC(C(=O)Nc3ccc(C)c(Cl)c3)CC2)cc1,-15%,-10%,39%[activator],-7,3%,.,2%,-11%,17%
CCOC(=O)C(Cc1ccccc1)NC(=O)CNC(C)=O (centres undefined),3%,2%,-7%,-5,-1%,6%,-13%,0%,-18%
CCCC(=O)N1CCN(c2nc3ccccc3s2)CC1,7%,-12%,-6%,-12,-16%,12%,-9%,1%,10%
COc1ccc(OCCOC(=O)c2ccc(-n3cnnn3)cc2)cc1,0%,2%,-22%,-2,-4%,3%,12%,-15%,-14%
CN(C)CCN(C(=O)c1ccc(S(=O)(=O)N(C)c2ccccc2)cc1)c1nc2cc3c(cc2s1)OCCO3,0%,7%,-17%,-1,0%,3%,-1%,-22%,-22%
O=C1c2ccccc2C(=O)N1OCCOCCOCCBr,?,-10%[60.1 µM],-6%,-10,.,2%,5%,-6%,25%
COc1ccccc1C(=O)N(NC(=O)Oc1ccccc1)C(C)(C)C,-15%,-2%,-5%,-5,-8%,3%,9%,0%,2%
COc1ccc(NC(=O)C(NC(=O)CC2NC(=O)NC2=O)c2ccccc2)cc1 (centres undefined),0%,-15%,5%,-5,4%,-1%,1%,0%,10%
CCc1cc(=O)oc2c3c(cc(OCC(=O)NCCCn4ccnc4)c12)OC(C)(C)CC3,34%,1%,-9%,-7,2%,38%,?,7%,7%
Cc1ccc(C(C)(O)CS(=O)(=O)Cc2ccccc2Cl)cc1 (centres undefined),?,-6%[60.1 µM],-4%,-3,4%,-14%,21%,-11%,43%
O=C(CSc1ncn[nH]1)NCCOc1ccccc1,0%,-19%,-7%,-6,-1%,-3%,0%,-11%,-3%
C=CCN1C(=O)C(Cc2ccc(SC(F)F)cc2)SC1=Nc1ccc(C(=O)O)cc1 (centres undefined),-7%,-1%,-10%,-2,-2%,-7%,-4%,-9%,-15%
Cc1cccc(NC(=O)CSc2nc3n[nH]c(C)c3c(=N)n2-c2cccc(Cl)c2)c1,-7%,-10%[60.1 µM],-16%,-11,-3%,.,6%,-7%,10%
CCCN1C(=O)c2[nH]nc(-c3cccc(OC)c3)c2C1c1ccccn1 (centres undefined),-21%,-9%,-8%,-3,-16%,.,-2%,-17%,9%
Cc1csc(C2=C(O)CN(c3ccc4c(c3)OCCOCCOCCOCCO4)C2=N)n1,0%,0%,-19%,3,5%,-2%,29%,-1%,-21%
Cc1ccc(CN2CCN(C3CCN(C(=O)Nc4ccc(C)cc4Cl)CC3)C(=O)C2=O)cc1,?,-7%[60.1 µM],5%,-10,-1%,.,6%,-4%,24%
CCn1c(=O)cc(OCC(=O)NCC2CCCO2)c2ccccc21 (centres undefined),0%,-15%,-12%,-6,1%,2%,-1%,3%,3%
CCOc1ccc(CCNC(=O)CSCc2ccc(C)cc2)cc1OCC,-14%,-18%,-11%,2,3%,23%,-15%,?,-5%
CCOc1ccc(NC(=O)NCCN2CCN(c3cccc(C)c3C)CC2)cc1,0%&-19%,-13%&4%,4%&-9%,-1&-3,-2%&-10%,58%[activator],3%&1%,-19%&-5%,-7%&-1%
O=C(COC(=O)/C=C/c1cccc(Cl)c1)NC1CC1,360%[activator],-16%,.,-11,-10%,27%,.,1%,-12%
COc1ccc(Nc2nnc(SC(C(=O)Nc3ccc(OC)c(Cl)c3)c3ccccc3)s2)cc1 (centres undefined),-5%,-2%,3%,-2,5%,5%,-2%,-12%,-23%
COC(=O)c1cc(C(=O)c2cc(F)ccc2O)cn2c(=O)c3c(C)c(C)sc3nc12,-25%,-21%,-10%,-5,56%[activator],?,32µM*,-15%,-3%[56.9 µM]
O=C(O)c1ccc(CSc2nc3ccccc3o2)cc1,53%[activator],-3%,-10%,-7,-10%,2%,-2%,-3%,15%
C=CCNC(=O)COc1coc(CN2CCN(Cc3ccccc3)CC2)cc1=O,30%[activator],7%,-8%,-3,1%,-18%,1%,-13%,0%
O=C(Oc1ccccc1)c1ccccc1,-10%,-14%,.,-8,-10%,.,.,-5%,5%

# Some of the entries above in a different format.
SMILES | 12-LOX inh | Pol kappa inh | Apoferritin bind | LDHA inh | ERG Ets-DNA blk | APEX1 inh | POLB inh | Pol eta inh | RGS4 inhibitor
O=C(COC(=O)/C=C/c1cccc(Cl)c1)NC1CC1 | 360%[activator] | -16% | . | -11 | -10% | 27% | . | 1% | -12%
COc1ccc(Nc2nnc(SC(C(=O)Nc3ccc(OC)c(Cl)c3)c3ccccc3)s2)cc1 (centres undefined) | -5% | -2% | 3% | -2 | 5% | 5% | -2% | -12% | -23%

# (listing goes on)
SMILES,12-LOX inh,Pol kappa inh,Apoferritin bind,LDHA inh,ERG Ets-DNA blk,APEX1 inh,POLB inh,Pol eta inh,RGS4 inhibitor
Cc1cccc(NC(=S)N/N=C(\c2ccccc2)C(C)C)c1,?,-4%,-4%,-9,-8%,12%,-22%,-1%,8%
Cc1ccc(/C=N/NC(=O)c2ccc(NC(=O)c3ccc(Cl)cc3)cc2)o1,1%,0%,4%,-11,3%,1%,?,?,4%
O=C(c1ccc(OC2CCN(Cc3ccc(F)cc3)CC2)cc1)N1CCCC1,10%,-26%,-10%,-6,-4%,5%,-1%,1%,22%
Cc1nn(C)c(C)c1CN(C(=O)CCc1nnc(Cc2c[nH]c3ccccc23)o1)C(C)C,2%,-6%,-7%,-9,-12%,2%,0%,-3%,17%
CCOc1ccc(S(=O)(=O)N2CCOCC2)cc1NC(=O)CN1C(=O)NC(C)(c2ccccc2)C1=O (centres undefined),0%,-5%,.,-2,1%,19%,.,-12%,2%
COc1ccc(/C=N/NC(=O)c2ccc(Cn3cc([N+](=O)[O-])cn3)o2)c(OC)c1C,0%,-21%,-9%,-7,4%,-1%,-11%,-25%,-6%
O=C(COc1ccc(S(=O)(=O)N2CCOCC2)cc1)NCCN1CCOCC1,-9%,-5%,1%,-6,15%,24%,-12%,-17%,11%
O=C(COc1ccccc1)Nc1nnc(SCc2cc(=O)n3cc(Cl)ccc3n2)s1,-17%,-5%[60.1 µM],-7%,-6,1%,.,-1%,-15%,6%
Cc1ccccc1Oc1cc(-n2ncc(Cl)c(Cl)c2=O)ncn1,-7%,3%,-2%,-8,-4%,4%,30%,-24%,?
CC(C)CN1C(=O)CC(Sc2ccccc2C(=O)O)C1=O (centres undefined),-10%,-5%,?,6,-9%,6%,-5%,-4%,-21%
O=C(COc1ccc(Cl)cc1)NCCc1csc(-c2cccc(F)c2)n1,?,-11%[60.1 µM],131%[activator],-5,2%,.,-3%,-1%,-29%
CCOP(=O)(OCC)C(NC(=O)Nc1ccc(C)c(Cl)c1)c1ccccc1 (centres undefined),2%,-9%,-18%,-8,-1%,-3%,-10%,-4%,-21%
CN(C)c1nc(OCCOC(=O)COc2ccc(Cl)cc2Cl)nc(N(C)C)n1,-9%,-7%,-13%,8,0%,-1%,11%,-20%,-14%
C/C(=N/NC(=O)CNC(=O)C(c1ccccc1)c1ccccc1)c1ccco1,123%[activator],-20%,39%,-6,-1%,-7%,1%,-7%,-12%
CCC(=O)N1CCc2cc(Br)cc(S(=O)(=O)N3CCCC(C(=O)Nc4ccc(CC)cc4)C3)c21 (centres undefined),-16%,0%,10%,-2,-4%,.,5%,1%,6%
CC1CC(C)CN(C(=O)CNS(=O)(=O)c2ccc(Br)s2)C1 (centres undefined),-2%,1%,-19%,4,.,-1%,40%,0%,1%
O=C(COC(=O)c1cc(-c2ccco2)nc2ccccc12)NCc1ccccc1,10µM*,-24%,91%[activator],-1,-5%,-1%,?,?,-32%
CCOc1ccccc1CNC(=O)C1CCN(c2nnc(C)c3c(C)n(-c4ccc(C)cc4)nc23)CC1,-14%&7%,-9%&0%,-31%&-24%,-9&-7,9%&-9%,52%[activator],7.1µM*!,?,-52%&-5%
CNCC(=O)N1CCN(c2ncc(C(F)(F)F)cc2Cl)CC1,26%,0%,-8%,-12,3%,?,32%,3%,-4%
COC(C)(C)[C@H](O)COc1c2ccoc2cc2oc(=O)ccc12,6%,-20%,0%,1,-1%,-2%,-24%,-4%,0%
CC(=O)Nc1ccc(C(=O)NCCN2CCOCC2)cc1,16%,0%,-2%,-4,9%,-14%,-12%,4%,4%
Cc1ccc(N)cc1NC(=O)CN1CCOCC1,4%,-15%,-3%,-3,-3%,39%,3%,-13%,-28%
Cc1ccccc1C(=O)Nc1ccccc1N1CCCCC1,-9%,6%,0%,2,-2%,0%,7%,-16%,-6%
Cc1cc(CNC(=O)c2cc(COc3c(F)cccc3F)on2)nn1C,-3%,-3%,?,-2,9%,-2%,26%,-9%,18%
CCOC(=O)n1c(=O)oc2cc(S(=O)(=O)N3CCCCC3)ccc21,-11%,1%,6%,-3,0%,-2%,?,-13%,-35%
CC(NC(=O)c1ccc(-c2ccccc2)cc1)C(c1ccccc1)N1CCOCC1 (centres undefined),27%,-7%,.,-1,8%,-22%,.,-5%,15%
O=C(C1CCCO1)N(c1cccc(Cl)c1)C1C=CS(=O)(=O)C1 (centres undefined),14%,-17%,-1%,-5,.,-3%,1%,9%,13%
COc1ccccc1C(=O)NNC(=O)C(=O)NC(C)C,9%,-18%,-10%,5,-5%,-1%,1%,-2%,14%

# Assay outcomes deposited in PubChem BioAssay by National Center for Advancing Translational Sciences (NCATS).
